# Assay outcomes (PubChem)
# 14-3-3 PPI – modulators of human 14-3-3 gamma - Raf peptide interaction. FP, 14-3-3gamma / TMR-pS259-Raf peptide binding. inhibition, % at 40 µM. actives 0.19% (n = 160,000). P61981; in the data active = inhibition above about 30%;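 note: 0% = protein plus tracer without compound and 100% = blank with tracer alone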
# Target sequence (P61981 whole entry, looked up): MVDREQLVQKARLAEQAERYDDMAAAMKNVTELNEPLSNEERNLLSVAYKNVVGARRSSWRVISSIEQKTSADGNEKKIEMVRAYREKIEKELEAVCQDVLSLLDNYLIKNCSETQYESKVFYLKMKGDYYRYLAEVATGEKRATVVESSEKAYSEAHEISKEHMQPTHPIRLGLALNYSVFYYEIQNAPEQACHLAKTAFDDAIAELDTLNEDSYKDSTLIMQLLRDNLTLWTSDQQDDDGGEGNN
# Starred values were filed as active, the others as inactive; & = joins results of further samples. Some of the compounds tested (hit frequency here may not be typical).
14-3-3 PPI,SMILES
6.8&2.8,COc1cccc(CNC(=O)C2CCCN(S(C)(=O)=O)C2)c1 (centres undefined)
10.8,COc1cccc(N2C(=O)C(N3C(=O)c4ccc([N+](=O)[O-])cc4C3=O)C2c2cccs2)c1 (centres undefined)
-3.8,Fc1ccccc1Cn1c(CSC2=NCCN2)nc2ccccc21
-0.8,COc1ccccc1Nc1ncc(C(=O)NCc2ccc(C)o2)c2ccccc12
-2.6,CN(C)c1ccc(C2CC(=O)NC3=C2C(=O)CC(C)(C)C3)cc1 (centres undefined)
-7.9,O=C(Nc1cccc(Cl)c1)c1n[nH]c(=O)c2ccccc12
-26.8,COc1ccc(-c2nc(-c3c[nH]c4ccccc34)cs2)cc1OC
2.8,CCC1Sc2ccccc2N(CC(=O)NC2CCCC(C)C2C)C1=O (centres undefined)
2.5,CS(=O)(=O)NCCNc1ccc(Cl)cc1[N+](=O)[O-]
-2.9,CCOc1ccccc1C1Nc2ccccc2NC2=C1C(=O)CC(c1ccc(OC)c(OC)c1)C2 (centres undefined)
-6.4,Cc1cc(C)c(NC(=O)c2cccc(Cl)c2)c([N+](=O)[O-])c1
-22.2,CC(=O)N(CCCN1C(=O)c2cccc3cccc(c23)C1=O)c1ccc(C(C)(C)C)cc1

# Additional results
14-3-3 PPI,SMILES
-16.0,COc1ccccc1C(=O)Nc1nc2n(n1)C(c1ccccc1)C=C(c1ccc(Cl)cc1)N2 (centres undefined)
-7.9,CCSc1nnc(-c2cccs2)o1
1.5,CC1=NN(C(=O)c2cc(Cl)ccc2O)C(O)(C(F)F)C1 (centres undefined)
-6.2,OCC#CCSc1cccc2cccnc12
12.2,COc1ccc(C2(CNC(=O)c3ccc(Br)o3)CCOCC2)cc1
-8.0&-3.9,Cc1cccc2nc(Cn3c(=O)n(CCC(=O)NCc4ccco4)c(=O)c4ccccc43)cc(=O)n12
-5.5,COc1ccc2oc(=N)c(C(=O)Nc3ccc(C)cc3)cc2c1
0.0,O=[N+]([O-])c1ccc(-c2csc(=Nc3ccccc3)n2CCO)cc1
-2.2,Nc1nc(C(=O)N2CCOCC2)nn1S(=O)(=O)c1ccc(Cl)cc1
2.9,CC(C)C(=O)Nc1ncc2c(n1)CC(c1cccs1)CC2=O (centres undefined)
-202.0,N#CC1(C#N)C(c2ccccc2Cl)C(C(=O)c2ccccc2)N2c3ccc(F)cc3C=CC21 (centres undefined)
-2.8,CC(=O)N1CCc2cc(S(=O)(=O)Nc3ccc(C)c(C)c3)ccc21

# (list continues)
14-3-3 PPI,SMILES
-3.0&-0.1,O=C(CC1(O)C(=O)N(CCc2ccccc2)c2ccccc21)c1ccco1 (centres undefined)
5.1&-2.8,COC(=O)c1c(-n2cnnn2)sc(C)c1C
-4.2,Cc1cccc2cc(CN(CC3CCCO3)C(=O)c3cnccn3)c(=O)[nH]c12 (centres undefined)
2.7,CCN(CC)S(=O)(=O)c1cccc(-c2nnc(SCCOc3ccccc3C)o2)c1
-2.0,CCOc1ccc(NC(=O)CSc2nnc(COc3c(C)cccc3C)o2)cc1
-1.6,CCCc1cc(=O)oc2cc(C)c3c(C)coc3c12
-3.9,Cc1ccc(CNC(=O)CCNS(=O)(=O)c2cccc3nsnc23)cc1
10.1,COc1ccc(-n2c(=S)[nH]c3cc(C(=O)NCCc4ccc(Cl)cc4)ccc3c2=O)c(OC)c1
-7.5,COc1ccc(C(=O)NCCc2nnc(SCC(=O)Nc3ccccc3)n2C)cc1
-0.8,Cc1cc(NS(=O)(=O)c2ccccc2[N+](=O)[O-])no1
2.3,Cc1nc2nc(SCC(=O)NC3CC3)nn2c(C)c1Cc1ccccc1
-1.8&-9.6,CC(CC(=O)O)CC1=NS(=O)(=O)c2ccccc2N1 (centres undefined)

# The list goes on; the last 4 above are carried over.
14-3-3 PPI,SMILES
-7.5,COc1ccc(C(=O)NCCc2nnc(SCC(=O)Nc3ccccc3)n2C)cc1
-0.8,Cc1cc(NS(=O)(=O)c2ccccc2[N+](=O)[O-])no1
2.3,Cc1nc2nc(SCC(=O)NC3CC3)nn2c(C)c1Cc1ccccc1
-1.8&-9.6,CC(CC(=O)O)CC1=NS(=O)(=O)c2ccccc2N1 (centres undefined)
3.8,O=C1CCCC2=C1C(c1ccccc1Cl)n1c(nc3ccccc31)N2 (centres undefined)
13.5,COc1cc2c(cc1NC(=O)COc1ccccc1OC)oc1ccccc12
-4.0,COC(=O)c1cc(NS(=O)(=O)c2ccc(Br)cc2)cc(C(=O)OC)c1
-4.1,O=C1c2cccnc2C(=O)N1c1cccc(-c2nc3ccccc3s2)c1
1.1,CN(Cc1ccccc1)C(=O)CN(c1cc(C(F)(F)F)ccc1Cl)S(=O)(=O)c1ccccc1
-7.8,COc1ccc(Br)cc1CN1CCCC(C(=O)N2CCC(Cc3ccccc3)CC2)C1 (centres undefined)
-4.8,CCCCN(C(=O)NC(=O)Nc1ccc(Cl)cc1)S(C)(=O)=O
-6.0,CC(=O)c1nn(-c2cccc(Cl)c2)c(=Nc2cccc3ccccc23)s1
2.8,CCCCn1c(=S)[nH]c2c1c(=O)[nH]c(=O)n2C
-4.3,CCCn1c(SCC(=O)c2ccc3c(c2)OCCO3)nnc1C(C)C
-3.5&-9.5,CC(=O)N1CCc2cc(S(=O)(=O)CCC(=O)Nc3cccc(F)c3)ccc21
-2.7,CCOC(=O)CC(NC(=O)c1ccco1)c1ccccc1Cl (centres undefined)

# Next records
14-3-3 PPI,SMILES
-35.4,Cc1cccc(C)c1NC(=O)CSc1ccc([N+](=O)[O-])cn1
1.5,O=[n+]1cc(-c2cc3ccccc3o2)n([O-])c2c1CCCC2
-13.4,O=C(CCSc1nnnn1-c1ccccc1)N1CCOCC1
-224.4,CCOC(=O)C1=C(C)NC2=C(C(=O)CC(C)(C)C2)C1c1cccc(OC)c1O (centres undefined)
-25.4,CCCc1nc2sc3c(Cl)ncnc3c2c2c1COC(C)(C)C2
-5.8,O=C(CC1Oc2ccccc2NC1=O)NCCCN1CCN(C2CCCCC2)CC1 (centres undefined)
0.4,CCC(=O)N1c2ccccc2-c2nnc(SC)nc2OC1c1cccs1 (centres undefined)
6.3,Cc1sc2nc3c(C(=O)NCc4cccs4)cccn3c(=O)c2c1C
-6.7,CCOC(=O)C(CC)Sc1nc2c(c(=O)[nH]c(=O)n2C)n1CCc1ccccc1 (centres undefined)
-5.1,COc1ccc(C(=O)Nc2ccc(-c3nc4ccc(NC(=O)c5ccc(OC)cc5)cc4[nH]3)cc2)cc1
2.5,COc1ccccc1C1Nc2ccc(C(=O)c3ccccc3)cc2NC2=C1C(=O)CCC2 (centres undefined)
-1.0,CC1CCN(S(=O)(=O)c2ccc([N+](=O)[O-])cc2)CC1

# (more compounds)
14-3-3 PPI,SMILES
-7.7,O=C1CSc2ccc(C(=O)NCCCN3CCN(c4cccc(Cl)c4)CC3)cc2N1
-12.8,c1ccc(CSc2nncn2-c2ccccc2)cc1
-1.6,Cn1nnnc1SCC(=O)Nc1ccccc1-c1ccccc1
10.2,CCOc1ccc(NC(=O)CCc2nc(-c3ccc(OC)cc3)no2)cc1
-8.4,Cc1ccc(NC(=O)CSc2nc3c(c(=O)n2-c2ccc(Br)cc2)SCC3)cc1
-1.3,CCOc1cc(C#N)c(NC(=O)c2ccnn2C)cc1OCC
-2.7,N#Cc1c2n(c3c(=O)[nH]cnc13)CCCC2
0.8,CCOC(=O)C1CCCN(C(=O)c2cnn3c(C(F)F)cc(-c4ccc(C)cc4)nc23)C1 (centres undefined)
-3.2,CC1=C(C(=O)Nc2ccccn2)C(c2ccc(Br)cc2)n2ncnc2N1 (centres undefined)
-10.1,CC1CC(Nc2ccccc2)c2ccccc2N1C(=O)c1ccc(C(C)(C)C)cc1 (centres undefined)
1.7,O=C(O)c1ccc2nc(C(F)(F)F)[nH]c2c1
-7.9,O=c1cc(-c2ccc(O)c(O)c2)oc2ccccc12

# Next part
14-3-3 PPI,SMILES
-6.2,COC(=O)c1ccccc1NC(=O)CSc1nnc(-c2cccc(NC(C)=O)c2)n1C
-0.6,CCOC(=O)C1=C(C)NC(=O)NC1c1cc(OC)c(OC)cc1Br (centres undefined)
1.1,c1ccc(-c2nnc(SCc3nc4ccccc4[nH]3)o2)cc1
-5.5,CCCCSCCCNC(=O)Nc1cccc(OC)c1
-3.7,COc1ccc(C(=O)Oc2c(S(=O)(=O)c3ccccc3)c(C)nn2-c2ccccc2)c(OC)c1
-0.1,CCc1ccc(Nc2cc(C(=O)NCc3ccc(OC)cc3)c3ccccc3n2)cc1
11.9,CCOC(=O)c1cnc(C(C)(C)C)[nH]c1=O
-3.4,CC1(C)CC(=O)C=C(N2CCNCC2)C1
-85.5,CCOC(=O)c1c(NC(=O)CSc2nnc(C)c(=O)[nH]2)sc2c1CCN(C)C2
-6.2,CCOC(=O)CC(=O)CSc1nc2ccccc2c(=O)n1Cc1ccccc1
-6.3,COc1ccc(CCC(=O)Nc2ccc(-c3noc(-c4cccc([N+](=O)[O-])c4C)n3)cc2)cc1
-5.8,CCCCn1cnc2oc(-c3ccccc3)c(-c3ccccc3)c2c1=N

# (more compounds)
14-3-3 PPI,SMILES
-24.9,COc1cc(C(=O)Nc2ccc(S(=O)(=O)Nc3nccs3)cc2)cc(OC)c1OC
-11.4,CC1CCN(CCC(=O)Nc2nccs2)CC1
10.8,CC(C)(C)C(=O)Cn1cnc2sc3c(c2c1=O)CCCC3
-0.9,O=C1c2ccccc2C(=O)N1CC=CCN1C(=O)c2ccccc2C1=O
-5.0,O=C(Cn1c(=O)n(CCc2ccccc2)c(=O)c2ccccc21)Nc1ccc(Cl)cc1
-7.7,COc1ccc(-n2cnc(N=CN(C)C)c2C(=O)c2cccc([N+](=O)[O-])c2)cc1
3.5,COc1ccc(S(=O)(=O)N2CCCC(C(=O)NCc3ccccn3)C2)cc1Cl (centres undefined)
-4.6,Cc1ccccc1-c1nnn(CC(=O)NCCc2ccccc2)n1
1.0,Cc1ccc(Cl)cc1N1CCN(C(=O)C2CCC(CNS(=O)(=O)c3cccs3)CC2)CC1 (centres undefined)
-5.8,COc1cc(C(=O)C(=O)c2cc(OC)c(OC)c(OC)c2)cc(OC)c1OC
0.8,O=C(CN1CCN(c2ccc(Cl)cc2)CC1)Nc1ccc2c(c1)OCCO2
-12.6,Cc1cc(NC(=O)c2ccccc2)ncc1NC(=O)c1ccco1

# (more compounds)
14-3-3 PPI,SMILES
-3.3&8.3,Cn1c(=O)c2c(nc(Oc3ccc4c(c3)OCO4)n2Cc2ccc(Br)cc2)n(C)c1=O
0.9,CCC1Oc2ccccc2N(CC(=O)NC2CCCCC2C)C1=O (centres undefined)
8.8,COC(=O)COc1ccc2c(C)cc(=O)oc2c1
-2.9,Cc1nc2cc(Nc3nnc(-c4ccccc4)c4ccccc34)ccc2n1C
-11.4,CCOc1ccc2[nH]c(=O)c(C(c3nnnn3CC3CCCO3)N3CCc4ccccc4C3)cc2c1 (centres undefined)
-2.0,CCOC(=O)c1ccc(NC(=O)C23CCC(C)(C(=O)O2)C3(C)C)cc1 (centres undefined)
0.0,CCOc1ccc(-c2nc(-c3ccccc3C)no2)cc1
3.2,Cc1ccc(C2C(=O)N(C3CCCCCC3)CC(=O)N2Cc2ccccc2Cl)cc1 (centres undefined)
-8.7,CC(C)(C)c1ccc(C(=O)Nc2c3c(nn2-c2ccc([N+](=O)[O-])cc2)CS(=O)(=O)C3)cc1
-4.9,O=C(COc1cccc(C(F)(F)F)c1)NCCCN1CCCC1=O
-10.9,c1ccc(-c2nnc3sc(CN4CCc5ccccc54)cn23)cc1
-17.1,COc1ccc(C(=O)Oc2ccc3c(=O)c(-c4nc5ccccc5s4)c(C)oc3c2C)cc1

# Further entries follow.
14-3-3 PPI,SMILES
-9.7,CCOC(=O)COc1ccc(S(=O)(=O)N2CCN(c3ccccc3F)CC2)cc1
-2.1,CCOc1ccc(C(=O)NCCCN(CC)CC)cc1
-2.6,CC(=O)NC1C(=O)Nc2c(C)cc(C)cc21 (centres undefined)
-1.7,Cc1nc2ccc(S(=O)(=O)NCC(=O)N3CCOCC3)cc2s1
-2.0,CCC(=O)Nc1ccccc1-c1nnn(CC(=O)N2c3ccccc3CC2C)n1 (centres undefined)
-3.5,O=C(NCc1ccc(F)cc1)c1cc(-c2ccc3c(c2)OCO3)on1
0.5,Cc1ccccc1C(=O)Oc1cc(N)n(S(=O)(=O)c2ccccc2)n1
-6.5,Cc1nn(C)c(C)c1S(=O)(=O)NCc1ccc2c(c1)OCO2
-2.6,O=C(O)C(Cc1ccccc1)P(=O)(c1ccccc1)c1ccccc1 (centres undefined)
4.1,CCOC(=O)c1sc(NC(=O)COc2ccc(Cl)cc2)nc1-c1ccccc1
-3.1&-5.8,Cn1c(NC(=O)C2c3ccccc3Oc3ccccc32)cc(=O)n(C)c1=O
-5.9,COc1cccc(NC(=O)CSc2nc3c(c(-c4ccco4)c2C#N)CCCC3)c1

# Next part; it opens with the 2 that closed the last part.
14-3-3 PPI,SMILES
-3.1&-5.8,Cn1c(NC(=O)C2c3ccccc3Oc3ccccc32)cc(=O)n(C)c1=O
-5.9,COc1cccc(NC(=O)CSc2nc3c(c(-c4ccco4)c2C#N)CCCC3)c1
-7.1,O=C(Nc1cccc(C(F)(F)F)c1)c1cc2nc(-c3ccco3)cc(C(F)(F)F)n2n1
-5.2,CCOc1ccc(N2CC(C(=O)NCCCN3CCOCC3)CC2=O)cc1 (centres undefined)
1.4,Cc1cc(=O)n(C)c(=O)n1CCCCOc1ccc([N+](=O)[O-])cc1
-0.3,N=c1n(CCO)c2ccccc2n1CCOc1ccccc1Cl
3.3&-124.3,Cc1nc(N)sc1-c1csc(Nc2ccccc2)n1
-5.9,CCCCC(CCC(=O)Nc1ccc(C(=O)OCC)cc1)C(=O)O (centres undefined)
-2.9,CC(=O)C(Sc1nc(N2CCOCC2)nc(N2CCOCC2)n1)C(=O)Nc1ccccc1 (centres undefined)
-17.8,O=C(Nc1cc(C(F)(F)F)ccc1Cl)c1cc(-c2ccc3c(c2)OCO3)on1
-41.4,CN(C)c1ccc(Nc2cc(N3CCOCC3)c3noc4c3c2C(=O)c2ccccc2-4)cc1
9.1,CCCCCc1c(C)nc(Nc2ccc(F)cc2)[nH]c1=O

# Structures listed so far with a cyano group, in the order listed:
14-3-3 PPI,SMILES
-202.0,N#CC1(C#N)C(c2ccccc2Cl)C(C(=O)c2ccccc2)N2c3ccc(F)cc3C=CC21 (centres undefined)
-1.3,CCOc1cc(C#N)c(NC(=O)c2ccnn2C)cc1OCC
-2.7,N#Cc1c2n(c3c(=O)[nH]cnc13)CCCC2
-5.9,COc1cccc(NC(=O)CSc2nc3c(c(-c4ccco4)c2C#N)CCCC3)c1
